Screening data as filed in PubChem BioAssay.
EPAC2 antagonist: blocks human EPAC2 exchange factor. Q8WZA2. EPAC2 GEF exchange of Rap1B-BODIPY-GDP, fluorescence. Potency, µM (highest dose often 114 µM), without a hit: at the highest dose activity, negative = inhibition, actives largely listed as inhibitors. actives 0.18% (n = 360,000); note: potency is the fitted concentration of half-maximal effect; % is set by controls: 0 for no effect and ±100 for the full control effect; nearly all actives have a fitted effect of over 45% in size; many of its hits are not listed in these tables
Target sequence (Q8WZA2 whole entry, looked up): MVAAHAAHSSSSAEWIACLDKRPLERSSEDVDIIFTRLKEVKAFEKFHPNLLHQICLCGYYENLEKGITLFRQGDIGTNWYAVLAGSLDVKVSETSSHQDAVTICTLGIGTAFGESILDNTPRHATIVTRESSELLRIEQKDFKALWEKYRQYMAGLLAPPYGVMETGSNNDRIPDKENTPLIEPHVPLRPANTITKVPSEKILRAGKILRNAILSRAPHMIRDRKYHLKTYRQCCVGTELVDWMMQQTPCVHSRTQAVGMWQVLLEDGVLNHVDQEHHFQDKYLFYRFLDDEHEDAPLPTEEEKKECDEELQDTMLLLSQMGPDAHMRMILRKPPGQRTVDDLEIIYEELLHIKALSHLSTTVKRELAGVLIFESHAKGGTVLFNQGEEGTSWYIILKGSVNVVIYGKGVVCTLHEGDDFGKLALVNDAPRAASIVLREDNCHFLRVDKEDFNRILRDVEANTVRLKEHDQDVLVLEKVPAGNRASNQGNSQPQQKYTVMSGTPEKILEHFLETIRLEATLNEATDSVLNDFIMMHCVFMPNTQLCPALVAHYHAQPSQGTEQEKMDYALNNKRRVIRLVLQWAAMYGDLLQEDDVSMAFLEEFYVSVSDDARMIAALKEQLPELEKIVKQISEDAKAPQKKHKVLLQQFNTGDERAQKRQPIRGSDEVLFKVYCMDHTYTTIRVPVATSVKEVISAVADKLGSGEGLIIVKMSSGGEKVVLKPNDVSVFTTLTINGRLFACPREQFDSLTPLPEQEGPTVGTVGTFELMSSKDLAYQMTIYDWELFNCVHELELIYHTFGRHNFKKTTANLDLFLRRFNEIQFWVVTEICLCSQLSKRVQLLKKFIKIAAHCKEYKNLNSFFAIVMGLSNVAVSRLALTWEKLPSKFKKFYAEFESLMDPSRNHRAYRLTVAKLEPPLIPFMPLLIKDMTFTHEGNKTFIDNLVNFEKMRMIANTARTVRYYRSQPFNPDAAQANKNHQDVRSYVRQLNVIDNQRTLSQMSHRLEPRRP
EPAC2 agonist: EPAC2 (human) agonism. Potency, µM (series often up to 154 µM), without a hit: at the highest dose activation, most hits filed as activators. actives 0.079% (n = 360,000). Q8WZA2. EPAC2 activation, biochemical qHTS; response scale: 100% = 6.5 mM cAMP response; note: potency is the fitted concentration of half-maximal effect; nearly all actives have a fitted effect of over 50% in size
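Nucleotide exchange monitored as fluorescence drop when BODIPY-GDP leaves Rap1B. Reaction: 100 nM EPAC2, 250 nM RAP1B-BODIPY-GDP, 50 uM GDP, room temperature, kinetic read over 30 min. Activity expressed relative to 6.5 mM cAMP.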
Abeta rescue: restores growth of yeast expressing A-beta42 peptide; Potency, µM (titrated, usually from 46.1 µM), without a hit: at the top dose growth rescue, usual class: activators; actives 0.063% (n = 410,000); yeast expressing A-beta42, growth rescue, OD600, 48 h; response scale: 0% DMSO, 100% iron-clioquinol control; note: potency is the fitted concentration of half-maximal effect; nearly all actives have a fitted effect of over 55% in size
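Growth rescue measured by 600 nm absorbance after 48 h yeast culture at 30 C with compound. Values normalized between DMSO and an equimolar ferric chloride plus clioquinol control.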
D3 ag: D3 dopamine receptor (human) agonism; D3R DiscoveRx beta-arrestin cells, luminescence, 90 min; AID 652048; max activation, %; actives 0.58% (n = 410,000); in the data active = max activation above about 30%; note: 0% is about no effect; mostly tested at two doses, the higher about 12 µM
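Agonist mode: compounds and dopamine controls were applied to plated cells for 90 min at 37 degrees C after an overnight attachment at 1500 cells/well. Luminescent read-out followed 30 - 60 minutes at room temperature with DiscoveRx detection reagent.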
aSyn yeast inh: alpha-synuclein toxicity inhibition in yeast. Yeast expressing alpha-synuclein, growth rescue, BacTiter-Glo, 24 h. Potency, µM (highest dose often 46.1 µM), without a hit: top-dose growth rescue (activation), hits mostly activators. actives 0.14% (n = 370,000). AID 652106; note: potency is the fitted concentration of half-maximal effect; % of control where 0% means no effect; nearly all actives have a fitted effect of over 65% in size
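Screening used galactose-induced yeast with toxic alpha-synuclein levels, exposed to compound for 24 hr at 30 deg C. Cell growth, read with BacTiter-Glo luminescence, gave the measured signal.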
FUS suppressor: rescues growth of FUS-expressing yeast; S. cerevisiae FUS-expressing, growth rescue, OD600, 24 h; Potency, µM (highest dose often 76.6 µM), for the others: at the highest dose growth rescue (activation), most hits filed as activators; actives 0.24% (n = 390,000); AID 1347120;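 note: potency is the fitted concentration of half-maximal effect; plate controls were DMSO vehicle for no effect and reference control for full effect; nearly all actives have a fitted effect of over 55% in size; some results filed as inactive show a strong effect at the top dose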
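Toxicity suppression screen in FUS-yeast. Cells induced with 2% galactose, starting OD 0.005, treated 24hr at 30C with compounds at multiple final concentrations; growth by OD600.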
TDP43 rescue: inhibitors of TDP-43 toxicity in yeast. TDP-43 expressing yeast growth rescue, BacTiter-Glo, 24 h. AID 652104. Potency, µM (series often up to 46.1 µM), inactives show at the highest dose growth rescue (activation), usual class: activators. actives 1.8% (n = 410,000); note: potency is the fitted concentration of half-maximal effect; % of control where 0% means no effect; nearly all actives have a fitted effect of over 50% in size
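Readout is BacTiter-Glo luminescence of cell growth, so inhibitors register as activators. TDP-43-expressing yeast at OD600=0.02 in galactose medium, after raffinose pregrowth to mid-log, were incubated with compound for 24 hr at 30 deg C.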
DRD3 antagonist: blocks the human D3 dopamine receptor; D3R cells, DiscoveRx beta-arrestin luminescence, antagonist mode; hits give low values; max response, negative = inhibition, %; actives 2.5% (n = 360,000); in the data active = max response below about -50%; inconclusive = no clear call, values can overlap the other calls; note: % is set by controls: 0 for no effect and ±100 for the full control effect; mostly tested at two doses, the higher about 12 µM
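Cells plated overnight at 1500 cells/well, then exposed to library compounds with dopamine controls for 90 minutes at 37 degrees C. DiscoveRx reagent added for 30–60 minutes at room temperature; luminescence read, quantitative HTS format.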
Active calls of the source: *; ? = inconclusive; . = no result given; [ ] = dose if it differs, or a comment. Unless noted, calls come from the whole dose curve; as a rule, active = well fitted curve in the direction sought with a large enough effect; inconclusive = small, poorly fitted or top-dose-only effect, or another doubt; inactive = no such curve, though single readings can be large; an effect the other way counts as inactive or inconclusive.

SMILES | EPAC2 antagonist | EPAC2 agonist | Abeta rescue | D3 ag | aSyn yeast inh | FUS suppressor | TDP43 rescue | DRD3 antagonist
Nc1nonc1-c1nc2ccccc2n1CC(=O)O | -1.2% | 8.8% | -17.6% | -12.9 | -15.9% | -13.7% | -15.4% | -20.6
CCOC(=O)c1c(C)cc2c(CO)n[nH]c(=O)c2c1C | -11.4% | 6.3% | 0.9% | 5.0 | 5.2% | 12.3% | 7.4% | 7.9
CS(=O)(=O)c1cccc(NC(=O)C2CC2)c1 | 5.8% | 0.8% | 0.2% | 19.7 | -0.1% | -6.4% | -20.0%[0.397 µM] | -8.2
COc1ccccc1CN1CCCC(N2CCN(c3ccccc3OC)CC2)C1 (stereo unspecified) | -3.8% | 12.9% | 2.7% | -16.4 | -5.0% | -5.2% | 12.7% | -9.9
CN(CC(=O)NNC(=O)CNC(=O)c1cccs1)S(=O)(=O)c1ccc(Cl)cc1 | 10.2% | -2.1% | -1.2% | 26.0 | 0.3% | 10.8% | -15.3% | 11.9
CC(C)Cn1c(N)c(C(=O)COC(=O)COc2cccc(C(F)(F)F)c2)c(=O)n(C)c1=O | -10.1% | 0.8% | 13.2% | 3.7 | 0.0% | 26.1% | 21.7% | 17.1
CCn1cc(C(=O)NCCN(CC(C)C)CC(C)C)c(=O)c2cc(S(=O)(=O)N(C)C3CCCCC3)ccc21 | . | . | -2.0% | 0.3 | . | -7.3% | 7.3% | .
COc1ccc(S(=O)(=O)Nc2cccc3c2O[C@H](CN(C)CC2CCCCC2)[C@@H](C)CN([C@H](C)CO)C3=O)cc1 | -6.1% | -2.2% | -5.1% | 6.7 | -0.7% | 16.8% | 8.5% | 19.5
CCc1ccc(NC(=O)CSc2nc3ccccc3c(=O)n2CCCN2CCC(C)CC2)cc1 | -16.2% | -7.5% | -18.2% | -28.2 | 1.5% | 21.6% | 5.6%[9.22 µM] | ?
CN(C)CCN1C(=O)c2oc3ccccc3c(=O)c2C1c1ccc(F)cc1 (stereo unspecified) | 2.9% | 0.2% | -7.0% | -2.8 | 0.0% | 22.4% | -19.1% | 12.9
Cc1nc2cccc(C(=O)NCc3ccccc3)c2o1 | 3.4% | 2.1% | 10.4% | 3.6 | 2.9% | 20.0% | 11.4% | 11.1
CCOC(=O)c1c(C)oc2c1cc(NS(=O)(=O)c1ccc(C(=O)O)cc1)c1ccccc12 | 0.4% | -4.7% | -6.0% | 22.0 | 5.4% | 24.9% | 16.0% | 9.0
CCOc1cc(C(=O)OCC(=O)Nc2ccc(F)cc2Cl)ccc1OCC(=O)N1CCOCC1 | 30.9%[activator] | -1.0% | 5.1% | -7.4 | 0.5% | 12.6% | 3.5% | 2.4
CCOc1ccc(C(=O)N[C@H](C(=O)Nc2ccc(OC)c(S(=O)(=O)N3CCOCC3)c2)C(C)C)cc1 | -28.7% | 0.5% | -10.0% | -5.7 | -1.3% | 25.0% | -7.1% | -18.6
COc1ccc(/C(O)=C2\C(=O)C(=O)N(CCN(C)C)C2c2cccc(OC)c2OC)cc1 (stereo unspecified) | 3.9% | 4.3% | -12.2% | 8.5 | -1.2% | 10.7% | -21.4% | 13.0
CC1=C(C(=O)OCc2ccccc2)C(c2cccc([N+](=O)[O-])c2)NC(=O)N1C (stereo unspecified) | ? | 10.3% | 6.8% | -2.9 | 11.1% | 15.1% | 21.6% | 14.3
Cc1ccc(S(=O)(=O)N(CC(=O)NCc2cccnc2)c2ccc(F)cc2)cc1 | -1.0% | 15.3% | -7.6% | -4.1 | -3.8% | 8.6% | -16.3% | 9.8
CC12CCC(=O)N1C(C(=O)Nc1nc(-c3ccc(F)cc3)cs1)CS2 (stereo unspecified) | -0.6% | 8.3% | 7.2% | 11.6 | 2.4% | -2.9% | 7.5% | 0.0
CCN(CC)S(=O)(=O)c1ccc(C)c(C)c1 | -0.8% | 10.0% | -3.8% | 5.1 | 15.5% | 8.7% | 2.5% | 24.7
Cc1cccc(NC(=S)N2CCN(c3ccccc3F)CC2)c1C | -9.3% | 9.4% | ? | -10.8 | -2.4% | -4.1% | 15.6% | -20.8
Cc1ccccc1N(C=O)c1ccccc1C | ? | 5.8% | 10.3% | 5.2 | 7.3% | -16.3% | 10.7% | 3.9
Cc1ccc(S(=O)(=O)N2[C@@H](c3ccc(Cl)cc3)C(C(=O)O)=CC[C@H]2c2cccs2)cc1 | -17.2% | -5.0% | -4.5% | -3.0 | -34.1%[inhibitor] | 17.2% | -17.6% | 10.6
CCCC(=O)Nc1ccc(NC(=O)c2cccc(OC)c2)cn1 | -0.1% | 3.9% | -1.4% | 2.6 | -9.9% | -1.3% | 15.3% | -2.1
Cc1ccc(N2CC(NC(=O)C(=O)c3c(C)[nH]c4ccccc34)CC2=O)cc1 (stereo unspecified) | 11.3% | 4.7% | 11.0% | -2.3 | -5.4% | 20.8% | 22.8% | 2.7
Cc1nn(Cc2cccc(C(=O)N3CCCC(C)C3)c2)c(C)c1[N+](=O)[O-] (stereo unspecified) | 1.9% | 9.7% | 1.5% | 7.8 | -7.4% | 13.7% | 5.7% | 0.8

Next section
SMILES | EPAC2 antagonist | EPAC2 agonist | Abeta rescue | D3 ag | aSyn yeast inh | FUS suppressor | TDP43 rescue | DRD3 antagonist
Clc1cccc(CSc2ncnc3c2ncn3C2CCCCO2)c1 (stereo unspecified) | -13.7% | 9.0% | -0.1% | 15.4 | 3.0% | 38.7% | ? | 5.7
O=C(COC(=O)Cc1c(Cl)cccc1Cl)NCc1ccco1 | 1.3% | 5.0% | -9.9% | -1.7 | -2.7% | -8.1% | 22.3% | -5.8
Cc1ccc(-c2nnc(OCCN3CCOCC3)c3ccccc23)cc1 | 8.4% | -0.1% | 1.7% | -4.5 | 0.0% | -3.0% | 5.6% | -1.0
CCOCCn1c(CN2CCN(c3ccc(OC)cc3)CC2)nc2c1c(=O)n(C)c(=O)n2C | -1.6% | -4.5% | 15.4% | 0.9 | 0.2% | -9.5% | -7.3% | 7.7
CCCCOC(=O)C1=C(C)NC(=O)NC1c1ccc([N+](=O)[O-])s1 (stereo unspecified) | -0.6% | -0.9% | -1.1% | -7.6 | -1.9% | ? | 1.2% | -26.9
COc1ccccc1NCc1nnc2n1CCCCC2 | . | . | -2.8% | -6.9 | . | -6.4% | 7.0% | .
CCOC(=O)c1sc(C)c2c1NC1(CCCCC1)NC2=O | 1.5% | -5.2% | 21.8% | 46.8* | 4.3% | 8.2% | 11.1% | 4.1
CCOc1cc(C2C(C(=O)OC)=CN(C3CCCC3)C=C2C(=O)OC)cc(Br)c1O | -1.6% | -14.8% | 0.6% | 24.4 | 2.4% | -3.3% | -6.8% | 30.6
Cc1cc(C(=O)N2CCC(C)(C(=O)NS(=O)(=O)C3CC3)C2)n(C(C)(C)C)n1 (stereo unspecified) | 2.2% | -1.6% | -9.0% | 4.6 | -3.9% | -16.8% | 0.9% | 2.5
Cc1c(Cl)cccc1NC(=O)C1Cc2ccccc2CN1C(=O)c1ccccc1 (stereo unspecified) | 1.2% | -1.1% | -41.3%[inhibitor] | -3.3 | -3.8% | . | ? | 6.2
Cc1ccc(NC(=O)CCSc2nnc(C)s2)cc1 | 0.0% | 5.1% | 18.3% | 1.2 | 1.6% | 2.2% | 15.2% | -11.4
O=C(NCc1ccc2c(c1)OCO2)Oc1ccccc1 | -3.7% | 11.3% | 2.5% | -1.2 | 0.4% | -18.4% | ? | 3.0
Cc1ccc(-n2c(SCc3cccc(F)c3)nc3[nH]ncc3c2=O)cc1C | . | . | 7.5% | 10.3 | . | ? | 36.9% | .
Cc1nn(C)c(C)c1CNC(=O)Nc1ccc2c(c1)OCO2 | 5.9% | 10.5% | 12.2% | 0.6 | 0.4% | -1.4% | -13.4% | -7.1
COC(=O)C(=O)/C=C(\O)c1ccc(C)cc1 | -8.7% | 6.2% | -23.2% | -17.7 | 10.9% | 28.0% | -59.2%[inhibitor] | -6.3
CCN(CC)S(=O)(=O)c1cc(C(=O)Nc2cc(C)on2)c(Cl)cc1Cl | 2.3% | 6.5% | 13.9% | -11.1 | -3.3% | 18.3% | 20.6% | -25.8
O=C1C2C3C=CC([C@@H]2C(=O)N1C1CC1)[C@H]1C(=O)N(C2CC2)C(=O)C31 (stereo partly specified) | 0.9% | -3.4% | 11.6% | -0.5 | -1.5% | 10.1% | -3.8% | 25.0
O=C(Nc1ccc(Br)cc1)c1cc(-c2cccs2)on1 | -2.6% | 8.9% | -13.8% | -7.9 | -0.7% | 15.8% | -9.2% | -14.6
O=C1c2ccccc2NC(c2ccc(Cl)cc2Cl)N1Cc1ccccc1 (stereo unspecified) | -0.4% | -1.5% | 3.4% | 2.6 | 4.6% | 16.7% | 13.4% | -53.2*
O=C(Nc1cc(S(=O)(=O)N2CCOCC2)ccc1N1CCOCC1)c1ccc(Cl)nc1 | 8.2% | 2.7% | 1.5% | -12.7 | -7.1% | 24.5% | -13.1% | -13.2
COc1ccc(S(=O)(=O)N(C)C)cc1NC(=O)COC(=O)c1n[nH]c2ccccc12 | -3.8% | 8.5% | 5.9% | 4.4 | -3.0% | 25.2% | 12.9% | 16.0
Cc1cccc(OCCNc2ccc(C(F)(F)F)cc2[N+](=O)[O-])c1 | 18.8% | -11.6% | 15.1% | 0.1 | 2.7% | 30.8% | 22.1% | 6.9
Clc1cccc(-c2nnc(-c3ccno3)o2)c1 | -0.7% | 3.9% | -6.9% | 8.6 | -8.3% | -0.3% | 5.0% | -11.6
O=C(O)CCn1c(SCCc2ccccc2)nc2ccccc21 | 14.6% | -0.9% | -4.2% | 3.6 | -2.0% | -2.3% | -12.3% | 19.6
COc1cc(C2c3cc4c(cc3OC(NCCc3ccccc3)C2C)OCO4)cc(OC)c1OC (stereo unspecified) | -3.2% | -0.8% | 7.0% | -1.0 | 0.3% | . | 17.6% | -7.1

A draw from above in order of formula weight, high to low:
SMILES | EPAC2 antagonist | EPAC2 agonist | Abeta rescue | D3 ag | aSyn yeast inh | FUS suppressor | TDP43 rescue | DRD3 antagonist
Clc1cccc(CSc2ncnc3c2ncn3C2CCCCO2)c1 (stereo unspecified) | -13.7% | 9.0% | -0.1% | 15.4 | 3.0% | 38.7% | ? | 5.7
O=C(Nc1ccc(Br)cc1)c1cc(-c2cccs2)on1 | -2.6% | 8.9% | -13.8% | -7.9 | -0.7% | 15.8% | -9.2% | -14.6
Cc1cccc(NC(=S)N2CCN(c3ccccc3F)CC2)c1C | -9.3% | 9.4% | ? | -10.8 | -2.4% | -4.1% | 15.6% | -20.8

The list is partial; rates above refer to the full screens.
